Source: PubChem (Sanford-Burnham Center for Chemical Genomics)
NR3A LBD binder = modulators (binders) of human NR3A ligand-binding domain; NR3A LBD differential scanning fluorimetry, Tm shift; 0% = protein alone, 100% = glycine-bound protein; Tm shift relative to glycine control, % at 25 µM; actives 2.5% (n = 340,000);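 active means melting temperature shift of at least 10% of the positive control shift, at one fixed dose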
mIAP activ = increases mouse intestinal alkaline phosphatase activity; muIAP, CDP-Star luminescence, 30 min; active compounds read high; 1 = vehicle-only enzyme signal, 0 = enzyme-free wells; activation factor at 10 µM; actives 0.24% (n = 330,000); AID 2805;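 active means activation factor of at least 2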; further: the source names both 10 and 20 µM as test concentration; values of inactives mirror those of a sister screen read the other way
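Assay system: mouse IAP enzyme / Compound: DMSO-dissolved test compounds / Timing: 30 min, room temperature / Measured by: luminescence from enzymatic CDP-Star hydrolysis / Control set: DMSO-only wells, enzyme-free buffer wells as negative control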
APOBEC3G inh = blocks human APOBEC3G single-stranded DNA deamination; inhibition, % at 20 µM; AID 493012; recombinant A3G, ssDNA deamination FAM/TAMRA fluorescence; actives 0.28% (n = 330,000);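 active means inhibition of at least 40% at 20 µM, with no more than 30% in the related APOBEC3A deaminase screen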;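 further: plate controls were DMSO wells with A3G for no effect and wells lacking A3G enzyme for full effect; some compounds called inactive have numbers as strong as hits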
Target sequence (Q9HC16 whole entry, looked up): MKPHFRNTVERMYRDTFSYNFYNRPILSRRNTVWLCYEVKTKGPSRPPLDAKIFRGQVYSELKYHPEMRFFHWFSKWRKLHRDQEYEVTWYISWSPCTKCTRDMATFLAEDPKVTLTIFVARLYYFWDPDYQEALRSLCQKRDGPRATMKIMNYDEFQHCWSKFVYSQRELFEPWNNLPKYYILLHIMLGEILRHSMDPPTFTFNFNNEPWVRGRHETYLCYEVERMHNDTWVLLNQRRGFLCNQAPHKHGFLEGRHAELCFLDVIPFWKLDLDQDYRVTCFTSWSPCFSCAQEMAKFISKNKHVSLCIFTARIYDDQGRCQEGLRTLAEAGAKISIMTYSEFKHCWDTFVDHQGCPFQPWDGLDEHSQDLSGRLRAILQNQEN
hIAP block = blocks human intestinal alkaline phosphatase; actives 0.12% (n = 330,000); inhibition, % at 10 µM; purified IAP, CDP-Star luminescence, 30 min;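 active means inhibition reaching a set limit with compound at 10 µM in the primary screen, cut at about 35% in these data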;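 further: plate controls were DMSO wells with enzyme for no effect and no-enzyme buffer wells for full effect; values of inactives mirror those of a sister screen read the other way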
Target sequence (P09923 whole entry, looked up): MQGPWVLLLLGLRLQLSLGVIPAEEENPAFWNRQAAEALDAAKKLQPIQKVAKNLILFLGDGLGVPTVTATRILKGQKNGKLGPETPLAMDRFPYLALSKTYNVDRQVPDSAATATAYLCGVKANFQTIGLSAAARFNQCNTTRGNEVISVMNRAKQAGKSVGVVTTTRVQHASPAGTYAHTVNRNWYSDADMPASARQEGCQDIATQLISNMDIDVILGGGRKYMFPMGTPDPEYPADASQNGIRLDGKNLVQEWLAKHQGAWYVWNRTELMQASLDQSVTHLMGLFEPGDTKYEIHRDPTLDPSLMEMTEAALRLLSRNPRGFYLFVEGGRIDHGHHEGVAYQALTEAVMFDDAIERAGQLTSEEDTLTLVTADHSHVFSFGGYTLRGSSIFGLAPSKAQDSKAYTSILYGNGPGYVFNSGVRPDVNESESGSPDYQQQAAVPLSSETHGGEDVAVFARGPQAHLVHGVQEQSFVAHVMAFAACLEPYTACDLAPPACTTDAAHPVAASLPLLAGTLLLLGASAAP
hIAP activ = increases human intestinal alkaline phosphatase activity. purified human IAP, CDP-Star luminescence, 30 min; active compounds read high; 1 = vehicle-only enzyme, 0 = enzyme-free background. P09923. AID 2524. actives 0.16% (n = 330,000). activation factor at 10 µM;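 active means activation factor of the enzyme at least 2-fold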; further: the source names both 10 and 20 µM as test concentration; values of inactives mirror those of a sister screen read the other way
mIAP block = blocks mouse intestinal alkaline phosphatase; inhibition, % at 10 µM; purified mouse IAP, CDP-Star luminescence, 30 min; actives 0.2% (n = 330,000);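 active means inhibition of at least 40% at 10 µM in the primary screen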;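 further: plate controls were DMSO with enzyme for no effect and no enzyme wells for full effect; values of inactives mirror those of a sister screen read the other way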
A3A deaminase = human APOBEC3A DNA deaminase inhibition | P31941 | AID 493011 | inhibition, % at 20 µM | recombinant A3A, FAM/TAMRA ssDNA deamination fluorescence | actives 0.41% (n = 330,000);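 active means at least 40% inhibition at 20 µM here, with at most 30% in a related deaminase screen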;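 further: plate controls were A3A with DMSO for no effect and wells lacking A3A enzyme for full effect; some results filed as inactive read as strong as hits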
Target sequence (P31941 whole entry, looked up): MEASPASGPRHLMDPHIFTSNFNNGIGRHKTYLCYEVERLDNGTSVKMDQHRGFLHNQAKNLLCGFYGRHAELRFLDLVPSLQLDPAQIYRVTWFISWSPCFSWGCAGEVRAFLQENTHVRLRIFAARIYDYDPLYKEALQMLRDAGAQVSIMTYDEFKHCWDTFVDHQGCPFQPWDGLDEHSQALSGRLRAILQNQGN
beta cell repl = MIN6 beta-cell proliferation induction | MIN6 cells proliferation, ATPlite luminescence, 48 h; cells starved in 0.2% serum; 100% = growth in 10% serum | proliferation, % at 10 µM | actives 0.29% (n = 330,000) | AID 2380;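 active means compounds whose signal lies at least 3.5 SD above the mean of all wells on their plate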;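 further: 0% = DMSO-treated cells in low-serum medium and 100% = 10% serum control; some compounds called inactive have numbers as strong as hits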
MPTP inh = blocks calcium-induced mitochondrial swelling; isolated mouse mitochondria, Ca2+ swelling absorbance, 30 min; actives 1.4% (n = 360,000); inhibition, % at 10 µM;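 active means inhibition of 50% or more, scaled per plate between neutral and stimulator controls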;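 further: 0% = DMSO wells given calcium and 100% = 1 mM EGTA wells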
Numbers without * were called inactive. Hits appear at their usual frequency; overall some 5% were active at least once.

Value order: NR3A LBD binder	mIAP activ	APOBEC3G inh	hIAP block	hIAP activ	mIAP block	A3A deaminase	beta cell repl	MPTP inh
CCOC(=O)CSc1n[nH]c(NC(C)=O)n1
 : 2	0.97	-5	27	0.73	3	-3	-1	0.4
CC(/C=N\NC(=O)CN1CCN(Cc2ccccc2)CC1)=C\c1ccco1
 : 0	1.1	4	-4	1	-10	3	-1	-0.3
COc1ccc(N=Cc2cc3c(cc2O)OC(N)=C(C#N)C3c2ccccc2)cc1 (stereo not given)
 : 9	0.84	2	-6	1.1	16	1	-6	2.8
O=C(CCC(=O)Nc1nnc(C2CCCCC2)s1)NCc1ccccc1
 : -1	0.97	-1	-91	1.9	3	-2	-1	-0.1
CC1CCCCN1S(=O)(=O)c1csc(C(N)=O)c1 (stereo not given)
 : 1	1	-6	8	0.92	-2	-4	0	2.1
Cc1cc(Cl)ccc1NC(=O)CN1C(=O)C(=O)N(C2CCCC2)C1=O
 : -3	1.1	-7	12	0.88	-8	-2	-2	0.2
COc1ccc(OCCn2cc(/C(N)=N/O)c3ccccc32)cc1
 : 1	1.1	-1	3	0.97	-9	0	-4	2.0
O=C(Nc1cccc(-c2cn3cccnc3n2)c1)c1ccco1
 : 0	0.95	-8	11	0.89	5	0	1	-0.3
Cc1ccc(NC(=O)Cc2nnc(SCC(=O)Nc3ccc(N4CCOCC4)cc3)n2C)cc1
 : 0	0.94	-16	6	0.94	6	-5	3	-1.2
O=C1CN(S(=O)(=O)c2ccccc2)CCN1
 : 1	0.92	-1	6	0.94	8	0	-1	-2.0
Cc1cc(C)c(C#N)c(SCc2ccccc2[N+](=O)[O-])n1
 : -2	0.94	-4	21	0.79	6	-1	0	3.2
COCc1ccc(C(=O)NC(C)c2cnn(-c3ccccc3C)c2C)o1 (stereo not given)
 : 1	0.92	-6	1	0.99	8	-1	1	2.0
CCN(CC(=O)Nc1cccc(OC)c1)CC(=O)Nc1ccc(C)cc1Cl
 : 2	1	-6	-17	1.2	-2	-2	-1	1.8
c1ccc(-c2cc3cc4c(cc3cn2)OCO4)cc1
 : 3	0.93	-8	10	0.9	7	-3	-5	1.0
O=C(NCCN1CCOCC1)c1sc2cc(Cl)ccc2c1Cl
 : -2	1	-8	-9	1.1	-2	-4	-1	-1.8
COCc1cc(=O)[nH]c(/N=C(\N)Nc2ccc(C)cc2C)n1
 : 2	1	-5	-24	1.2	-3	-1	0	-1.5
CC(=O)Nc1ccc(-c2cc(C(=O)O)c3ccccc3n2)cc1
 : 0	0.9	-4	-2	1	10	6	-4	2.5
Cc1nn(CC(=O)NCCN2CCCCCC2)c(=O)c2nn(-c3ccccc3)c(C)c12
 : -1	1	-4	0	1	-1	-1	-2	-2.1
O=C(OCC(=O)c1ccc[nH]1)c1ccc(C(F)(F)F)cc1
 : 2	1.1	0	-10	1.1	-9	2	-3	-0.8
O=c1ccc(S(=O)(=O)N2CCCC2)c[nH]1
 : -1	0.98	-5	0	1	2	-2	-3	0.3
COc1cc(C(=O)OCc2cc(=O)oc3c(C)c(C)ccc23)ccc1OC(F)F
 : 0	0.92	-11	-1	1	8	-2	-4	0.9
Cc1cc2cc3c(N)[nH]nc3nc2cc1C
 : 1	0.91	-2	16	0.84	9	1	-4	-0.5
O=C(Nc1cccnc1)c1ccc(CN2CCc3ccccc3C2)cc1
 : 1	1.1	-1	2	0.98	-7	-2	0	-4.4
CCCc1nnc(NC(=O)CCC(=O)N2CCC(Cc3ccccc3)CC2)s1
 : 3	1	-4	-14	1.1	-3	-2	-3	0.0
CCNC(=S)NNC(=O)Cn1nc(C)cc1C
 : -1	0.91	-8	-16	1.2	9	-3	-4	-1.9
Cc1nn(-c2ccccc2)c(C)c1/C=N/NC(=O)CSc1nnc(SCc2cccc3ccccc23)s1
 : 16*	0.85	-2	-13	1.1	15	-1	0	4.5
CC(C)Oc1cccc(C(=O)NC(=S)NCc2cccnc2)c1
 : 2	0.97	-2	12	0.88	3	-2	1	0.0
O=C(Nc1cccnc1Cl)c1cccnc1Cl
 : 0	1.2	-8	-11	1.1	-17	-4	-5	-1.2
CC(C)Cc1ccc(S(=O)(=O)Nc2cccnc2)cc1
 : -1	1	-3	16	0.84	-4	-3	1	35
CCOC(=O)CC(NC(=O)Cc1ccccc1)c1ccccc1Cl (stereo not given)
 : -3	0.92	-8	-1	1	8	-4	-1	16
COc1ccc(OCCNC(=O)C(Cc2c[nH]c3ccccc23)NC(C)=O)cc1 (stereo not given)
 : 0	1.1	-2	-21	1.2	-10	-9	1	-1.5
O=C(O)c1cccc(CSc2nnc(-c3cccnc3)o2)c1
 : 3	0.92	-5	-1	1	8	-8	-3	0.1
c1ccc2sc(-c3ccncc3)nc2c1
 : -2	1	-4	-8	1.1	-2	-5	-1	-0.6
CCCCCCCNC(=O)c1ccc(N2CCC3(CC2)OCCO3)c([N+](=O)[O-])c1
 : -14	0.98	-7	-2	1	2	0	-3	3.0
COc1ccc(S(=O)(=O)N2CCN(C(=S)NCC3CCCO3)CC2)cc1OC (stereo not given)
 : -2	0.96	-5	-14	1.1	4	-5	0	-2.5
CCC(=O)c1c[nH]c(C(=O)N2CCN(c3ccccc3)CC2)c1
 : -1	0.94	-3	6	0.94	6	0	-2	0.0
Cc1cccc(CN2CCN(Cc3ccc(-n4cccn4)cc3)CC2CCO)n1 (stereo not given)
 : -2	1	-8	-7	1.1	0	-1	0	2.4
O=c1cc(N2CCOCC2)[nH]c(=O)n1Cc1ccc(F)cc1
 : 0	1.1	0	9	0.91	-6	1	-3	-2.5
CSc1c(CC(=O)Nc2ccccc2C(F)(F)F)n(Cc2ccccc2)c2ccccc12
 : -1	1.2	-3	-11	1.1	-23	3	-2	2.0
CCOC(=O)Nc1ccc(OC)c([N+](=O)[O-])c1
 : 1	1.1	-4	-10	1.1	-5	-3	-3	-0.7
CC(C)(C)NC(=O)CN1CCC(NC(=O)C23CC4CC(CC(C4)C2)C3)CC1
 : 0	1	2	-8	1.1	-1	0	-3	0.5
CCCOc1cccc(-c2nnc(N)s2)c1
 : -1	0.99	-6	9	0.91	1	-5	0	13
CCOC(=O)c1c(NC(=O)CSc2nnc(N)s2)sc(C)c1-c1ccc(C)cc1
 : -11	1.1	-7	13	0.87	-6	-3	-6	8.8
COCc1c(C(=O)OCC(=O)Nc2ccc(OC(F)F)cc2)oc2ccccc12
 : -4	1	-6	-14	1.1	-2	-1	1	1.1
COc1ccc(/C=C2\NC(=S)N(CC3CCCO3)C2=O)c(OC)c1 (stereo not given)
 : -1	0.94	-9	17	0.83	6	-4	-3	0.7
Cc1ccc(NC(=O)CCn2cnc3ccccc3c2=O)c(C)c1
 : 2	1.2	4	-5	1.1	-20	-8	-2	0.2
CC(OC(=O)c1cccc(-n2cnnn2)c1)C(=O)Nc1cccc(Cl)c1 (stereo not given)
 : -8	1	-1	-1	1	-1	3	-4	-1.5
CCC(C)NC(=O)CO/N=C/c1ccc(C(=O)OC)cc1 (stereo not given)
 : 0	0.99	-2	0	1	1	0	1	2.0
COc1ccc(/C=C2\SC(=O)N(CC(=O)NN3CCN(C)CC3)C2=O)cc1OC
 : -1	1.1	-1	-3	1	-10	-4	0	8.2
COC(=O)/C=C/c1ccsc1NC(C)=O
 : -7	0.94	2	10	0.9	6	0	-4	0.7
c1ccc2c(N3CCCC3)nc(-c3ccncc3)nc2c1
 : -2	1	2	-15	1.2	-3	0	14*	-9.2
Cc1cc(Cl)ccc1OC(C)C(=O)N1CCCN(C(=O)C(C)Oc2ccc(Cl)cc2C)CC1 (stereo not given)
 : -5	0.91	-5	-11	1.1	9	-2	-5	1.2
CN(C)c1ccc(-c2nc3ccccn3c2/N=C/c2ccc(Br)cc2)cc1
 : 24*	0.81	-3	21	0.79	19	-1	-7	5.9
CC1CCC(NC(=O)Cn2ncc3ccccc32)CC1 (stereo not given)
 : 1	1.1	-5	-1	1	-11	-1	0	-1.5
COCCn1c(C)cc(C(=O)CSc2nc3nc(C)cc(C)n3n2)c1C
 : -2	0.98	-3	12	0.88	2	5	1	1.1
O=C(/C=C/c1ccc2ccccc2n1)c1cc(Cl)ccc1O
 : 4	1	-3	-24	1.2	-5	-5	-7	0.0
OCCNC(=S)Nc1ccc(Cl)c(Cl)c1
 : 2	1	-10	-1	1	0	-9	-1	12
O=S(=O)(NCc1ccccc1Br)c1cccs1
 : 0	1	-8	2	0.98	-2	-2	0	-0.9
C=CCN1C(=O)NC(c2ccccc2)(C(F)(F)F)S/C1=C(\C#N)c1nnc(N2CCOCC2)n1-c1ccccc1 (stereo not given)
 : -2	0.91	-2	-16	1.2	9	-5	-6	1.8
Cc1ccc(OS(=O)(=O)c2ccc(-c3csc(C)n3)s2)c(C)c1
 : -2	0.85	-5	-11	1.1	15	-2	-3	4.1

Profiles, looked up by structure. Order of values: NR3A LBD binder | mIAP activ | APOBEC3G inh | hIAP block | hIAP activ | mIAP block | A3A deaminase | beta cell repl | MPTP inh
O=C1CN(S(=O)(=O)c2ccccc2)CCN1 is entered as 1 | 0.92 | -1 | 6 | 0.94 | 8 | 0 | -1 | -2.0
Cc1nn(CC(=O)NCCN2CCCCCC2)c(=O)c2nn(-c3ccccc3)c(C)c12 is entered as -1 | 1 | -4 | 0 | 1 | -1 | -1 | -2 | -2.1

(listing goes on)
Value order: NR3A LBD binder	mIAP activ	APOBEC3G inh	hIAP block	hIAP activ	mIAP block	A3A deaminase	beta cell repl	MPTP inh
COCCNCc1ccc(C(C)C)cc1
 : -3	0.99	-7	-1	1	1	-2	-4	0.6
C[C@H](NC(=O)c1[nH]cnc1C(=O)Nc1cccc(Cl)c1)c1ccccc1
 : 6	1.1	-12	-29	1.3	-7	-2	-5	1.6
Cc1ccc(N(Cc2cc3ccccc3[nH]c2=O)S(=O)(=O)c2ccccc2)cc1
 : -19	0.9	-1	-24	1.2	10	4	0	0.9
CN(C(=O)CN(CCO)CC(=O)N(C)C(C)(C)Cc1ccccc1)C(C)(C)Cc1ccccc1
 : -1	1.1	2	-31	1.3	-5	3	-7	6.1
COc1ccc(CC(=O)O/N=C(\N)Cc2cccc3ccccc23)cc1OC
 : 9	0.96	-8	9	0.91	4	-3	0	1.8
CCN(C(=O)C1CCN(S(=O)(=O)c2cccc3nonc23)CC1)c1ccccc1
 : 1	0.87	9	-8	1.1	13	1	-3	-1.4
CSc1nc(N2CCOCC2)c2c3c(sc2n1)CCCC3
 : 1	1.1	11	-6	1.1	-11	4	-4	-1.1
COC(=O)c1ccc(CN2CCc3ccccc32)cc1
 : 4	0.98	1	-25	1.2	2	-9	-1	1.0
CC(=O)c1cccc(Nc2cc(C)nc3c(C)cc(C)cc23)c1
 : 1	0.96	-9	11	0.89	4	0	-3	2.7
O=C(NC(N1CCOCC1)C(Cl)(Cl)Cl)c1ccc(Br)cc1 (stereo not given)
 : 2	1.1	-4	-8	1.1	-8	2	0	-2.2
CCOC(=O)N1CCN(C(=O)c2ccc(N(Cc3ccc(C)cc3)S(C)(=O)=O)cc2)CC1
 : 4	0.95	-4	14	0.86	5	1	1	4.1
O=C(Cc1ccccc1)Nc1ccc(C(=O)O)cc1
 : 1	0.99	-2	7	0.93	1	1	2	-1.4
CN(C)CCCNc1cc(C(C)(C)C)nc2c(-c3ccc(Cl)cc3)cnn12
 : -1	1	-1	-2	1	-4	-3	-6	-7.4
COc1ccc(C2=CC(=O)OC(C)(c3ccccc3)O2)cc1 (stereo not given)
 : -6	1	-4	9	0.91	-4	1	3	-2.6
CN(C)c1cccc(C(=O)Nc2ccc3nc4n(c(=O)c3c2)CCCCC4)c1
 : -1	1	-10	-4	1	-1	-2	-3	-1.0
